FBW7 act: human FBW7 E3 ligase activation, primary screen; Q969H0; AlphaScreen FBW7–phospho-cyclin E peptide binding, activator screen; normalized activity (activation), % at 26.1 µM; 650,000 tested, 0.13% active; AID 1259310; in the data active = normalized activity above about 1.9%;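 also: purified mutant Fbw7 with reduced substrate affinity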
TEAD-YAP block: TEAD-YAP interaction inhibition | AID 1259422 | inhibition, % at 9.12 µM | HEK-TIYL cells, TEAD-Gal4/YAP UAS-luciferase luminescence | 640,000 tested, 1.4% active; in the data active = inhibition above about 32%;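 also: 0% = median of test compound wells and 100% = reference inhibitor wells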
MITF primary: blocks human microphthalmia-associated transcription factor; inhibition, % at 2.6 µM; AlphaScreen MITF homodimerization, bead proximity signal; 650,000 tested, 0.91% active; O75030; in the data active = inhibition above about 50%;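 also: 0% = vehicle wells with protein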
Target sequence (O75030 whole entry, looked up): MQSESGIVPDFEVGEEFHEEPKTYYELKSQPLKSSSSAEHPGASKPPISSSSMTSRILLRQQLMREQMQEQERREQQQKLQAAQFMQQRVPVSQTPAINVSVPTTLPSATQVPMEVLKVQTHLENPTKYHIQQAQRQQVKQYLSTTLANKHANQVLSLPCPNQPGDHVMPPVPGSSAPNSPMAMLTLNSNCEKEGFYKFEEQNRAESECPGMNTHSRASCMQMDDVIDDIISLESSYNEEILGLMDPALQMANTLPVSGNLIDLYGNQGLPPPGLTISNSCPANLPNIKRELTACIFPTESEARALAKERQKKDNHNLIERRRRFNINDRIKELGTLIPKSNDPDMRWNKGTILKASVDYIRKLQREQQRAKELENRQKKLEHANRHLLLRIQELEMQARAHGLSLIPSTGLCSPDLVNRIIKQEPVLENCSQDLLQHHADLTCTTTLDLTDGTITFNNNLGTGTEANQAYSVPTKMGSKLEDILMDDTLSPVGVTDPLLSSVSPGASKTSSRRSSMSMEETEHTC
GPR151 ag: activators of human GPR151; Q8TDV0; PathHunter beta-arrestin GPR151 cells, luminescence; activation, % at 11.2 µM; 650,000 tested, 1% active; AID 1508602; in the data active = activation above about 4.9%;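 also: 0% = median of compound wells and 100% = cells with positive control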
Target sequence (Q8TDV0 whole entry, looked up): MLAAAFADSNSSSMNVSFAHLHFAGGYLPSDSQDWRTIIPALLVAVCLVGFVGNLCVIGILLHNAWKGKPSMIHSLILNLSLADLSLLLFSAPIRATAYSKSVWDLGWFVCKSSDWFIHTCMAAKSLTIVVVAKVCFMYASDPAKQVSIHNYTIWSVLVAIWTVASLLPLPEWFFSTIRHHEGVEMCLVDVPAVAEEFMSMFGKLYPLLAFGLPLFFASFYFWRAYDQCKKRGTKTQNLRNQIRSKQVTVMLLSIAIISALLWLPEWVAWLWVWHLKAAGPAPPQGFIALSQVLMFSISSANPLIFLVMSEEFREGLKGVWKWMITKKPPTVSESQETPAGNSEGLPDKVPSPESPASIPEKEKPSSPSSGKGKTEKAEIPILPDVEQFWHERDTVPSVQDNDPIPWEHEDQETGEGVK
* = called active by the depositor.

Start of the listing, in advance, 7 compounds:
mol,FBW7 act,TEAD-YAP block,MITF primary,GPR151 ag
COc1ccc(CCNC(=O)c2ccccc2NS(C)(=O)=O)cc1,-0.1,-6,-13,1.2
COc1ccc(C)cc1S(=O)(=O)Nc1ncccc1C,-0.1,2,2,0.4
CN(C)CCNC(=O)c1ccc(-n2c(=S)[nH]c3ccccc3c2=O)cc1,-0.1,12,6,-0.5
O=C1c2ccccc2NC(c2ccc(-c3ccccc3[N+](=O)[O-])o2)N1c1ccccc1 (configuration not stated),-0.2,-2,-1,1.8
O=C(Nc1ccccc1)OCc1cc2cccc3c2n(c1=O)CCC3,0.0,3,3,1.8
Cc1nnc(N(Cc2ccco2)C(=O)c2ccno2)s1,0.0,0,10,-0.3
CCC(c1nnnn1C(C)C)N1CCN(c2cccc(C(F)(F)F)c2)CC1 (configuration not stated),0.2,4,-5,0.0

This part in full, from the start:
mol,FBW7 act,TEAD-YAP block,MITF primary,GPR151 ag
COc1ccc(CCNC(=O)c2ccccc2NS(C)(=O)=O)cc1,-0.1,-6,-13,1.2
COc1ccc(C)cc1S(=O)(=O)Nc1ncccc1C,-0.1,2,2,0.4
CN(C)CCNC(=O)c1ccc(-n2c(=S)[nH]c3ccccc3c2=O)cc1,-0.1,12,6,-0.5
O=C1c2ccccc2NC(c2ccc(-c3ccccc3[N+](=O)[O-])o2)N1c1ccccc1 (configuration not stated),-0.2,-2,-1,1.8
O=C(Nc1ccccc1)OCc1cc2cccc3c2n(c1=O)CCC3,0.0,3,3,1.8
Cc1nnc(N(Cc2ccco2)C(=O)c2ccno2)s1,0.0,0,10,-0.3
CCC(c1nnnn1C(C)C)N1CCN(c2cccc(C(F)(F)F)c2)CC1 (configuration not stated),0.2,4,-5,0.0
O=C(COc1ccc(Cl)cc1[N+](=O)[O-])N/N=C/c1cccs1,0.2,-8,-15,-0.8
Cc1ccc2c(c1)cc(CN(C(=O)C1CCC1)C1CCCCC1)c1nnnn12,0.0,0,13,1.6
COc1ccc(OC)c(/C=C2\N=C(C3CCCCC3)OC2=O)c1,0.0,-10,2,-0.1
CN1CCN(c2ccc(-c3ncc(C(=O)NCCN4CCOCC4)s3)cc2)CC1,0.0,-1,0,0.6
Cc1nn(C(=O)c2ccc(F)cc2)c(N)c1-c1ccccc1,-0.1,-9,12,-0.1
COc1cc(OC)c(NC(=S)Nc2ccc(S(N)(=O)=O)cc2)cc1Cl,-0.1,8,-1,0.8
COc1ccc(/C=N/NC(=O)c2cccc([N+](=O)[O-])c2)cc1Br,0.1,7,-1,0.0
COc1cc(OC)cc(C(=O)N2CCN(c3cc(Cl)ccc3C)CC2)c1,0.1,54*,12,-0.5
Cc1onc(-c2cccnc2)c1C(=O)O,0.0,-7,6,-0.9
CCOC(=O)CS(=O)(=O)c1ccc(C(=O)N2CCC(C)CC2)cc1[N+](=O)[O-],0.2,1,14,2.4
Clc1ccc(-c2nnc3ccccn23)cc1,0.1,1,18,-0.8
COCCNC(=O)C(=O)NNC(=O)c1ccc(-c2ccccc2)cc1,0.2,-3,-6,0.4
CCOc1ccccc1CNc1nc(C)c(-c2ccn(CCO)n2)s1,0.0,-7,-6,0.1
Nc1ccc(F)cc1S(=O)(=O)Nc1ccc(Br)cc1,-0.1,-6,3,1.2
CC(=O)n1c2c(c3ccccc31)OC(N)=C(C#N)C2c1cccc(Cl)c1 (configuration not stated),0.0,-2,20,-0.1
C/C=C(\C)CN1CCc2nnc(C(C)NC(=O)C3CCN(C)CC3)n2CC1 (configuration not stated),0.5,4,-7,-0.4
CCCOC(=O)C1=C(C)NC2=C(C(=O)CC(c3ccc(OC)cc3)C2)C1c1ccc(OCC)cc1 (configuration not stated),0.5,15,17,1.1
Cc1ccc(OCC(=O)N/N=C/C=N/NC(=O)COc2ccc(C)cc2C)c(C)c1,0.1,-3,-4,0.5
COC(=O)[C@H]1CCc2ccccc2N1C(=O)c1cc(F)cc(F)c1,0.1,-7,-5,-0.9
c1cc(OC2CCNCC2)cc(-c2ccco2)c1,-0.1,-1,-5,-0.9
OCCN(CCO)c1cc(-n2cccn2)nc(-c2ccccc2)n1,-0.1,9,6,0.1
COC(=O)c1ccc(C2Nc3ccccc3S(=O)(=O)N2Cc2ccccc2)cc1 (configuration not stated),0.1,13,-1,0.7
OCCNc1ncnc2nc(N3CCN(c4ccccn4)CC3)[nH]c12,0.1,9,-3,0.2
Oc1ccc2ccccc2c1/C=N/Nc1ncc(-c2ccccc2)cn1,-0.1,-2,-2,-0.4
C#CCOc1ccc(Cl)cc1/C=C1/C(=O)ON=C1C,0.1,2,11,1.3
Cc1cc(S(=O)(=O)N2CCCOC2CNC(=O)C(=O)NC2CCCC2)ccc1F (configuration not stated),0.4,10,-9,-0.5
COc1ccc(-c2cc(C(F)(F)F)n3ncc(C(=O)Nc4cccc(C(F)(F)F)c4)c3n2)cc1OC,0.7,6,9,0.0
CC(C)N(CCNc1nc(Nc2nc3ccccc3n2C)nc2c1ncn2C(C)C)C(C)C,-0.3,43*,-7,0.5
COC(=O)/C(C#N)=C/c1cc(Br)cc(Br)c1O,0.1,-3,11,0.1
CC(NC(=O)c1ccccc1Br)c1n[nH]c(=S)n1C (configuration not stated),-0.1,2,-15,0.8
CN1CCN(C(=O)c2ccc(-c3ncc(C(=O)NCCN4CCOCC4)s3)cc2)CC1,0.2,10,2,-0.6
CCS(=O)(=O)n1nc(-c2ccc(OC)cc2OC)cc1N,0.4,-11,12,0.6
Cc1ccc(C)c(N(CC(=O)Nc2ccc(C)c(Cl)c2)S(C)(=O)=O)c1,-0.1,-9,-9,0.6
O=C(CSc1ccc(-c2cccnc2)nn1)NC1CCCC1,0.0,5,17,1.3
COc1ccc(CN2C[C@@H]3C[C@@H](c4cccc5cccnc45)N4CCC[C@@]34C2=O)cc1,0.1,-14,-6,-1.4
CCOC(=O)c1c(NC(=O)COc2ccccc2Cl)sc2c1CCC2,0.0,-11,-1,-0.6
COc1ccccc1-n1c(O)c(C=Nc2ccc3c(c2)CCC3)c(=O)[nH]c1=S,0.0,0,8,0.4
CCOc1cccc2c1OC(c1ccc(OC)c(OC)c1)N1N=C(c3cccs3)CC21 (configuration not stated),0.0,-38,15,0.7
Cc1cccc(NC(=O)c2n[nH]c(=O)c3ccccc23)n1,0.1,2,2,-0.2
O=C(Nc1nccs1)C1CCN(C(=O)Cn2ccc3ccccc32)CC1,-0.1,-3,4,-1.2
NC(=O)C1CCN(c2nc(-c3ccccc3)cs2)CC1,-0.2,-38,-7,0.1
C=C(C)C/C=C/C(=C)C[C@H](C)[C@H]1OC(=O)[C@@H](C)/C=C/C=C/[C@@H](O)[C@H](O)/C=C/CC[C@H]2CC[C@H](O2)[C@H]1O,-0.4,-23,9,-0.8
O=C1OC(c2ccc(Br)cc2)=N/C1=C\c1ccccc1Br,-0.1,-6,-9,-0.8
COC(=O)CSC1=C(C#N)C(c2ccc(C)o2)CC(=O)N1 (configuration not stated),0.1,56*,7,1.0
CNC(=O)c1ccc(-c2cccc(Cl)c2Cl)nc1N(C)C,0.0,-23,18,1.2
CCOC(=O)N1CCC(=NNS(=O)(=O)c2cccc([N+](=O)[O-])c2)CC1,0.3,-9,-1,1.9
Cc1ccc(C)c(NC(=O)CSc2ccccn2)c1,0.0,-48,-6,0.2
CCCCC1CN(CC(=O)NCCN2CCN(C)CC2)Cc2ccccc2O1 (configuration not stated),0.7,-5,2,0.6
CC1=C(C(=O)N2CCOCC2)C(c2cccc(O)c2)C2=C(CC(C)(C)CC2=O)N1 (configuration not stated),-0.2,13,4,1.0

(next part)
mol,FBW7 act,TEAD-YAP block,MITF primary,GPR151 ag
Cc1nnc(Oc2ccccc2C#N)c2ccccc12,0.0,2,3,1.8
Cc1c(N)cccc1-c1nc2cc(Cl)ccc2o1,0.0,-37,13,-5.2
O=S(=O)(NCCCN1CCCCCC1)c1cccc2nsnc12,-0.1,7,6,-1.2
CN1C(=O)CC(Nc2cccc3cccc(N)c23)C1=O (configuration not stated),-0.1,-5,-7,-0.6
CCc1ccc(OCCCC(=O)Nc2cc(OC)ccc2OC)cc1,-0.3,1,-4,-1.0
CCOc1ccc(/C(O)=C2/C(=O)C(=O)N(CCCN(C)C)C2c2ccc(C(C)C)cc2)cc1C (configuration not stated),0.1,-3,-2,-1.8
CC1CCN(c2nc3c(c(=O)[nH]2)CCN(C(=O)c2n[nH]c4c2CCC4)C3)CC1,-0.1,-8,2,0.1
CC(C)NCC#CCOc1ccc(Cl)cc1,-0.1,13,30,0.9
CC(C)(C)NS(=O)(=O)c1ccc(/C=C/C(=O)O)cc1,0.1,9,1,-0.2
O=C(Nc1ccc(-c2nc3ccccc3s2)c(O)c1)c1cccc(F)c1,0.0,-20,9,0.3
Nc1cc(OC(=O)c2ccccc2Br)nn1S(=O)(=O)c1ccccc1,-0.2,-8,3,0.3
COC(=O)c1cc(S(=O)(=O)Nc2cccc(C)c2)c[nH]1,0.8,-4,19,-0.1
Cc1cc(C)nc(Nc2ncc(O)n2-c2ccc(Cl)cc2)n1,0.1,-1,1,1.1
CCOc1cc(C=O)cc(Br)c1OCC(N)=O,0.0,5,14,0.0
O=c1[nH]c(NC2CCN(Cc3nnnn3Cc3ccccc3)CC2)nc2c1CCCC2,0.0,0,23,0.1
COCCCNC(=O)Cc1ccc([N+](=O)[O-])cc1,0.1,-10,6,0.1
COc1ccc(OC)c(NC(=O)CSc2nnnn2-c2ccc(C(C)=O)cc2)c1,0.5,-5,1,-0.4
O=C(O)c1ccccc1-c1cn2cc(Cl)ccc2n1,0.1,-2,11,2.3
O=C1NC(=S)N/C1=C\c1ccccc1[N+](=O)[O-],-0.2,-23,4,0.5
CCOc1ccc(C2C3=C(CCCC3=O)NC3=C2C(=O)CCC3)cc1C(=O)O,0.4,-11,6,0.4
O=[N+]([O-])c1ccccc1OCCOCCn1cncn1,0.0,-3,3,-0.2
COc1ccccc1NC(=O)CN(c1cccc(Br)c1)S(C)(=O)=O,-0.1,10,8,0.9
COc1cc(C=O)ccc1OCc1cccc([N+](=O)[O-])c1,0.1,-64,-1,-1.0
CCC1CN(CCC(=O)NC(C)c2c(C)nn(C)c2C)Cc2ccc(Cl)cc2O1 (configuration not stated),0.4,6,-1,-1.1
CCN=c1sc(C(=O)OC)cc(=O)n1CC,-0.1,-6,3,0.6
CC(C)C[C@@H]1NC(=O)[C@H]2CN(CCCc3ccccc3)CCN2C1=O,-0.1,13,7,-1.5
COc1cc(C2C(C#N)=C(N)Oc3n[nH]c(-c4cccs4)c32)cc(OC)c1O (configuration not stated),0.0,3,17,0.5
CCOC(=O)N1CCC(=NNC(=S)Nc2ccc(Cl)cc2Cl)CC1,-0.1,-1,2,-1.1
Cc1cccn2c(=O)c3cc(C#N)c(=O)n(-c4ccc(Br)cc4)c3nc12,0.0,-6,9,4.0
CCOc1ccc(NC(=O)CN2C(=O)NC(Cc3ccccc3)(c3ccccc3)C2=O)cc1 (configuration not stated),0.0,6,6,-0.1
O=C(COc1ccc(F)cc1)NCCNC(=O)COc1ccc(F)cc1,-0.1,-11,-3,-0.8
COc1ccc(C2CC(=O)C3=C(C2)Nc2ccccc2NC3c2cccc([N+](=O)[O-])c2)cc1 (configuration not stated),-0.3,-4,-1,1.4
COc1ccc(C(=O)NCCc2nnc3n2CCN(CC2=CC[C@H]4C[C@@H]2C4(C)C)CC3)cc1,0.0,9,13,-0.1
C1COCCNCCOCCOCCOCCN1,-0.1,-8,-10,-0.4
O=C(Nc1ccc(Cl)c(-c2nc3ccccc3o2)c1)c1ccccc1Br,0.0,-7,-7,5.9*
Cc1c(C(=O)OC2CCOC2=O)cccc1[N+](=O)[O-] (configuration not stated),0.0,0,5,1.3
CCOC(=O)c1ccccc1NC(=O)C1CC(=O)N(c2ccc(Cl)c(Cl)c2)C1 (configuration not stated),0.1,1,0,-1.3
O=C(NCCc1ccccc1)c1ccc2c(c1)NC(=O)C(CS(=O)(=O)Cc1ccc(F)cc1)N2 (configuration not stated),-0.1,5,9,-0.3
COc1cc(Nc2ncnc3c2nc(Nc2ccc(-n4ccnc4)cc2)n3C(C)C)cc(OC)c1OC,0.0,2,8,3.4
COc1cccc(NC(=S)NCCCn2ccnc2)c1,0.0,-1,-4,0.3
C=CCSc1nnc2c(n1)OC(c1cc(C(C)(C)C)c(O)c(C(C)(C)C)c1)Nc1ccccc1-2 (configuration not stated),0.5,-40,4,3.6
O=C(c1cn(-c2ccccc2)nc1-c1ccc(F)cc1)N1CCOCC1,0.0,-7,11,0.4
CN(CCc1cnn(C)c1)C(=O)CCc1nnc(CCCc2ccccc2)o1,0.0,-32,9,-0.1
COc1ccccc1N1CCN(C(=O)c2sc3nc(C)[nH]c(=O)c3c2C)CC1,0.4,-4,7,0.8
COc1cc2nc(-c3ccco3)n(-c3cc(C(C)(C)C)c(O)c(C(C)(C)C)c3)c2cc1OC,0.1,-14,4,-1.0
COc1ccc(Nc2nc(-c3c(C)nc4ncccn34)cs2)cc1,-0.1,58*,11,-0.4
